High-throughput results deposited in PubChem BioAssay by The Scripps Research Institute Molecular Screening Center.
PAFAH2 inh: inhibitors of human PAFAH2. Q99487. recombinant PAFAH2, FP-rhodamine activity probe, fluorescence polarization. inhibition, % at 3.39 µM. actives 0.99% (n = 340,000);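 active means inhibition above the mean over all tested compounds plus 3 SD, cut at about 30% in these data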;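 further: inhibitors block probe labeling of enzyme so polarization drops; 0% = enzyme with DMSO and 100% = wells lacking PAFAH2 protein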
GSTO1 counter: blocks human GSTO1 in RBBP9 counter-screen. P78417. recombinant GSTO1, activity-based probe fluorescence polarization. inhibition, % at 5.96 µM. actives 1.1% (n = 300,000);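 active means inhibition above the campaign mean inhibition plus 3 SD, cut at about 35% in these data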;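 further: 0% = GSTO1-1 with DMSO and 100% = wells lacking GSTO1-1 enzyme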
Target sequence (P78417 whole entry, looked up): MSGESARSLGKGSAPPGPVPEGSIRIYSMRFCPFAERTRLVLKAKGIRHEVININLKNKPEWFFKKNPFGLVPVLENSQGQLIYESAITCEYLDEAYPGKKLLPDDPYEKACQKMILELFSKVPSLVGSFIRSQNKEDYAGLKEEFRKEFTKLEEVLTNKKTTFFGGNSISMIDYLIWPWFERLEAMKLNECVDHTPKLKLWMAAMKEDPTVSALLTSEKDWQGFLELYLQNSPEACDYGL
LYPLA1 inh: blocks human lysophospholipase 1, a PME1 counter-screen; O75608; recombinant LYPLA1, FP-Rh probe fluorescence polarization; inhibition, % at 5.9 µM; actives 0.16% (n = 320,000); AID 2174;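 active means inhibition above the mean of all tested compounds plus 3 SD, set per campaign, cut at about 14% in these data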;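 further: inhibitors block serine hydrolase probe labeling of LYPLA1 so polarization falls; 0% = enzyme with DMSO and 100% = wells lacking LYPLA1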
Target sequence (O75608 whole entry, looked up): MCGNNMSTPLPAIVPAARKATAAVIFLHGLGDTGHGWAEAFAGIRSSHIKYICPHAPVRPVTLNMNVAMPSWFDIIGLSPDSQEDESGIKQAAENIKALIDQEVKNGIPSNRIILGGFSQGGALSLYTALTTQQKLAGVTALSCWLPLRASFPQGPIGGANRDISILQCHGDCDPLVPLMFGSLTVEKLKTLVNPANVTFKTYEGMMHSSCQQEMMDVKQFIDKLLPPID
PREPL inhibitor: inhibits the human prolyl oligopeptidase-like enzyme; actives 0.68% (n = 320,000); AID 2751; Q4J6C6; inhibition, % at 5.96 µM; recombinant PREPL, fluorescence polarization activity-based probe; in the data active means inhibition above about 43%;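 further: 0% = enzyme with DMSO and 100% = wells lacking enzyme; many of its hits are not listed in these tables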
PAFAH1B2 inh: PAFAH1B2 (human) inhibition. P68402. recombinant PAFAH1B2, FP-rhodamine activity probe, fluorescence polarization. inhibition, % at 3.39 µM. actives 1.2% (n = 340,000);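 active means inhibition above the mean of all tested compounds plus 3 SD, cut at about 24% in these data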;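 further: 0% = enzyme with DMSO and 100% = wells lacking PAFAH1B2; many of its hits are not listed in these tables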
PAFAH1B3 inh: PAFAH1B3 (human) inhibition; Q15102; recombinant PAFAH1B3, FP-rhodamine probe, fluorescence polarization; inhibition, % at 3.39 µM; actives 0.28% (n = 340,000); AID 492972;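 active means inhibition above the screen-wide average of all tested compounds plus 3 SD, cut at about 25% in these data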;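 further: 0% = enzyme with DMSO only and 100% = wells lacking PAFAH1B3 protein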
pPAFAH inh: pPAFAH (human) enzyme inhibition; Q13093; recombinant pPAFAH, FP-rhodamine probe fluorescence polarization; inhibition, % at 3.39 µM; actives 1.5% (n = 330,000); AID 463082;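 active means inhibition above the mean inhibition across the screen plus 3 SD, cut at about 25% in these data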;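 further: inhibitors block binding of the rhodamine activity-based probe so polarization drops; 0% = enzyme with DMSO and 100% = wells lacking pPAFAH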
Target sequence (Q13093 whole entry, looked up): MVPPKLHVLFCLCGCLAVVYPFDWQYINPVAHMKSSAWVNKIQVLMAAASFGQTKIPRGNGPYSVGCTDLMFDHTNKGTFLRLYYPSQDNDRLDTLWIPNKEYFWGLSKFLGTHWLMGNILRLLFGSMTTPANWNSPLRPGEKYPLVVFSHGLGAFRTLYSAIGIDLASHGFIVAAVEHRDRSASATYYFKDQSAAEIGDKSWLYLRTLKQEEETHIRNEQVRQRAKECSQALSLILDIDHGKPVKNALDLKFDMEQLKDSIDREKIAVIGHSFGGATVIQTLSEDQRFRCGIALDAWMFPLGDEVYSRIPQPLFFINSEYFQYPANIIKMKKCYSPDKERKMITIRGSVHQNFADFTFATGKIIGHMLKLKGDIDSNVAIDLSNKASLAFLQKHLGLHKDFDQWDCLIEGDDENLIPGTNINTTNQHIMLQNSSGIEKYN
LYPLA2 inh: blocks human lysophospholipase 2, a PME1 counter-screen | recombinant LYPLA2, FP-Rh probe fluorescence polarization | inhibition, % at 5.9 µM | actives 0.38% (n = 320,000) | AID 2177;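 active means inhibition above the screen-wide mean plus 3 SD, limit set per campaign, cut at about 26% in these data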;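 further: 0% = LYPLA2 with DMSO and 100% = wells lacking LYPLA2 enzyme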
PAD4 FP inh: blocks human protein arginine deiminase 4 | inhibition, % at 6.36 µM | AID 485272 | Q9UM07 | recombinant PAD4, RCA probe fluorescence polarization | actives 0.41% (n = 330,000);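 active means percent inhibition above a cutoff equal to the mean of all tested compounds plus 3 SD, cut at about 15% in these data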;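 further: 0% = PAD4 with RCA probe and DMSO and 100% = probe without PAD4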
* marks the source's active call; other numbers are inactive results; / = no result given.

1) Fc1ccc(CNCc2ccccc2Cl)cc1
2) C=CCn1c(-c2ccccc2)cc(SC)c(C#N)c1=O
3) CCOC(=O)CSc1nc(N)c(C(=O)Nc2ccc(N(C)C)cc2)s1
4) CC(Oc1ccc2c(c1)c1ccnc3c4ccccc4c(=O)n2c13)C(=O)NCCN1CCOCC1 (centres undefined)
5) COc1ccc(N(C(C)=O)S(=O)(=O)c2cccs2)cc1
6) Nn1c(Cc2ccccc2F)nnc1SCCOc1ccc(Cl)cc1
7) COc1ccc(Br)cc1CN1CCN(c2ncccn2)CC1
8) CC(=O)Oc1cccc(C(=O)Nc2ccccc2NC(=O)c2cccc(OC(C)=O)c2)c1

Compound,1,2,3,4,5,6,7,8
PAFAH2 inh,9,-2,-4,2,-3,4,-5,2
GSTO1 counter,0,-8,9,-4,3,3,2,4
LYPLA1 inh,-1,-5,0,-1,2,-3,-1,-8
PREPL inhibitor,3,0,11,6,8,-7,1,17
PAFAH1B2 inh,3,7,-1,-7,-1,5,5,1
PAFAH1B3 inh,10,-3,-3,1,4,8,4,1
pPAFAH inh,5,-3,13,-5,-4,5,0,-7
LYPLA2 inh,0,-6,9,1,-5,-8,-1,-10
PAD4 FP inh,-2,-1,2,3,4,4,0,0

9) COc1ccc(CCN(C)C(=O)c2ccc(C)c(S(=O)(=O)N3CCCCC3)c2)cc1OC
10) OCCN1CCN(CC(O)COc2ccc3c(c2)OCO3)CC1 (centres undefined)
11) CN1CCNC(=O)C1CC(=O)N1CC=C(c2ccc(F)cc2)CC1 (centres undefined)
12) CCCCn1c(SCC(=O)c2ccc3c(c2)NC(=O)CO3)nc2cc(S(N)(=O)=O)ccc21
13) Cc1nc(N2CCN(Cc3ccccc3)CC2)[nH]c(=O)c1C
14) COc1ccc(S(=O)(=O)c2c(N)n(Cc3ccco3)c3nc4ccccc4nc23)cc1
15) COc1cc([C@H]2OC[C@H]3[C@@H]2CO[C@@H]3c2ccc(O[C@H]3O[C@H](CO)[C@@H](O)[C@H](O)[C@H]3O)c(OC)c2)ccc1O[C@@H]1O[C@H](CO)[C@@H](O)[C@H](O)[C@H]1O
16) CC(C)Oc1cccc(C(=O)NC2=NCCS2)c1

Compound,9,10,11,12,13,14,15,16
PAFAH2 inh,1,10,5,0,-9,19,-4,-1
GSTO1 counter,/,-3,4,-13,4,25,/,7
LYPLA1 inh,2,-3,-1,-6,-2,-6,/,1
PREPL inhibitor,9,9,12,1,9,10,10,-4
PAFAH1B2 inh,0,6,-2,4,2,-2,0,3
PAFAH1B3 inh,8,3,9,4,2,7,18,7
pPAFAH inh,3,4,0,2,0,36*,-2,5
LYPLA2 inh,6,0,5,-5,2,-8,/,1
PAD4 FP inh,-7,-2,1,1,2,3,1,-3

Looked up by compound from the entries so far, 4 records:
1) Fc1ccc(CNCc2ccccc2Cl)cc1
13) Cc1nc(N2CCN(Cc3ccccc3)CC2)[nH]c(=O)c1C
8) CC(=O)Oc1cccc(C(=O)Nc2ccccc2NC(=O)c2cccc(OC(C)=O)c2)c1
10) OCCN1CCN(CC(O)COc2ccc3c(c2)OCO3)CC1 (centres undefined)

Compound,1,13,8,10
PAFAH2 inh,9,-9,2,10
GSTO1 counter,0,4,4,-3
LYPLA1 inh,-1,-2,-8,-3
PREPL inhibitor,3,9,17,9
PAFAH1B2 inh,3,2,1,6
PAFAH1B3 inh,10,2,1,3
pPAFAH inh,5,0,-7,4
LYPLA2 inh,0,2,-10,0
PAD4 FP inh,-2,2,0,-2

The results go on:
17) COc1ccc(N=C2SC(C(N)=O)CC(=O)N2CCc2ccc(OC)c(OC)c2)cc1 (centres undefined)
18) Nc1nc(-c2ccc(C(=O)O)cc2)cs1
19) COc1ccc(-c2[nH]ncc2CN(C)C(C)c2cccs2)c(F)c1 (centres undefined)
20) COc1cccc(OC)c1C(=O)N1CC(C)OC(C)C1 (centres undefined)
21) COc1ccc(-c2cnnc(N/N=C/c3ccc(O)c(O)c3)n2)cc1
22) CCOc1ccc(N(CC(=O)NCCc2ccccc2)C(=O)CCC(=O)Nc2nccs2)cc1
23) CCC(=O)Nc1cc(OC)cc(OC)c1
24) Cc1cc([N+](=O)[O-])nn1CCC(=O)Nc1nccs1

Compound,17,18,19,20,21,22,23,24
PAFAH2 inh,-4,4,4,-3,-2,10,-7,4
GSTO1 counter,5,1,-3,6,33,7,-6,-3
LYPLA1 inh,1,-1,3,-1,-8,2,3,0
PREPL inhibitor,3,-8,-15,2,73*,-24,2,2
PAFAH1B2 inh,7,0,5,2,8,-1,2,4
PAFAH1B3 inh,11,4,10,3,16,-6,2,12
pPAFAH inh,2,-2,8,-2,16,5,0,-1
LYPLA2 inh,1,-6,1,-2,-15,-6,1,-8
PAD4 FP inh,0,-1,5,0,-6,-1,0,-7

25) Cc1cc(C)nc(SCC(=O)c2ccc(O)c(O)c2)n1
26) O=C(O)CCCn1cc(NC(=O)COc2ccccc2[N+](=O)[O-])cn1
27) COC(=O)c1cn(-c2ccccc2)c(C)c1C(=O)OC
28) CCc1cccc(NS(=O)(=O)c2c(C)nc3sc(CC)nn3c2=O)c1
29) C[C@H](CO)N1C[C@H](C)[C@@H](CN(C)S(=O)(=O)c2cn(C)cn2)Oc2c(NS(=O)(=O)c3cccs3)cccc2C1=O
30) CCCCn1c(-c2csc3c2CCCC3)n[nH]c1=S
31) Cc1ccc(C(=O)NC(=S)NNC(=O)CCN2CCOCC2)cc1
32) CC(Sc1nnc(-c2ccco2)n1C)C(=O)N1C(C)CCCC1C (centres undefined)

Compound,25,26,27,28,29,30,31,32
PAFAH2 inh,13,/,-62,11,9,/,12,-3
GSTO1 counter,27,8,4,2,/,3,3,-2
LYPLA1 inh,2,0,-2,2,/,0,-3,6
PREPL inhibitor,7,-5,0,-5,5,1,3,4
PAFAH1B2 inh,5,/,2,4,5,/,0,-3
PAFAH1B3 inh,17,/,-4,1,5,/,-6,1
pPAFAH inh,5,1,0,9,1,0,3,0
LYPLA2 inh,8,0,-2,4,/,-2,2,10
PAD4 FP inh,1,1,10,-3,-1,1,3,7

33) COc1c(S(=O)(=O)N2CCN(C)CC2)ccc(Cl)c1Cl
34) COCc1c(Br)c(C)nc(OCC(=O)N/N=C/c2ccc(C)o2)c1C#N
35) CCNC(=S)NCc1ccc(F)cc1
36) Cc1cc(C)cc(-n2c(C)cc(/C=C3\C(=N)N4N=C(CC(C)C)SC4=NC3=O)c2C)c1
37) CC(c1cccs1)N(C)Cc1nc(CCc2ccccc2)no1 (centres undefined)
38) O=C(Nc1cc(Oc2ccc(Cl)cc2)cc([N+](=O)[O-])c1)c1ccco1
39) O=C(CN1CCOCC1)Nc1nc(-c2ccc(Cl)cc2)cs1
40) CCCn1c(SCC(=O)NNC(=O)c2ccc(OC)cc2)nnc1C(C)C

Compound,33,34,35,36,37,38,39,40
PAFAH2 inh,4,8,-4,-2,11,-15,2,10
GSTO1 counter,5,7,1,2,4,-14,0,2
LYPLA1 inh,0,0,4,-5,3,-13,0,3
PREPL inhibitor,0,-2,2,2,0,-2,-7,-3
PAFAH1B2 inh,6,1,5,3,13,0,2,-3
PAFAH1B3 inh,6,7,13,7,-3,0,3,-4
pPAFAH inh,-1,1,3,7,3,-5,6,2
LYPLA2 inh,6,-4,4,7,4,-11,2,9
PAD4 FP inh,-2,-2,-3,-5,-2,-15,4,-1

41) CC(=O)Nc1ccc(NC(=O)[C@@H]2CCCC[C@@H]2C(=O)O)cc1
42) CCOC(=O)c1c(C)[nH]c(C)c1C(=O)COC(=O)c1cccc(S(=O)(=O)NC)c1
43) COc1ccc(CCNC(=O)C2CCN(S(=O)(=O)c3ccc(F)cc3)CC2)cc1
44) CCn1cc(CN(C)S(=O)(=O)c2ccc3ccccc3c2)c(C)n1
45) COc1ccc(CN2CCNC(=O)C2CC(=O)NCCc2nc(C)c3c(n2)CCC3)cc1C (centres undefined)
46) Cc1ccc(NC(=O)C2CC(=O)n3ncnc3N2)cc1 (centres undefined)
47) O=C(CSc1nnnn1C1CCCC1)N1CCOCC1
48) CCOc1ccc(C2C(C#N)=C(C)NC3=C2C(=O)c2ccccc23)cc1 (centres undefined)

Compound,41,42,43,44,45,46,47,48
PAFAH2 inh,1,5,2,-7,9,-4,2,2
GSTO1 counter,6,40*,7,2,-5,3,1,-1
LYPLA1 inh,2,-1,-1,3,0,-1,-1,2
PREPL inhibitor,14,-11,-2,-2,3,10,1,9
PAFAH1B2 inh,2,1,2,1,2,-1,-2,9
PAFAH1B3 inh,-8,7,5,3,5,10,8,10
pPAFAH inh,-8,-6,0,2,3,-2,-1,3
LYPLA2 inh,0,4,2,6,-1,4,1,7
PAD4 FP inh,-2,-4,2,1,-5,0,1,3

49) Cc1cccc(NC(=O)c2cccc(NC(=O)c3ccccc3)c2)n1
50) CCc1ccc(S(=O)(=O)NCCOc2cccc3cccnc23)cc1
51) COc1ccc(OC(=O)c2ccc3nsnc3c2)cc1
52) CCCC(=O)NC(=S)Nc1ccc(CN2CCOCC2)cc1
53) COc1ccccc1C1CC(c2cccs2)=Nc2ccccc2S1 (centres undefined)
54) O=Cc1ccc2cccnc2n1
55) Cc1c(C(=O)O)oc2c1/C(=N\O)CC(C)(C)C2
56) CC1CCCN(c2ccc3nc4ccccc4c(=O)n3n2)C1 (centres undefined)

Compound,49,50,51,52,53,54,55,56
PAFAH2 inh,-4,4,2,2,-1,-1,6,14
GSTO1 counter,6,3,2,-3,1,5,-5,5
LYPLA1 inh,-2,4,5,-1,0,-4,-7,-8
PREPL inhibitor,4,1,11,1,-9,-7,8,-1
PAFAH1B2 inh,8,3,-5,-3,5,0,19,2
PAFAH1B3 inh,3,-10,-1,1,7,1,5,-3
pPAFAH inh,-1,5,2,-3,5,-1,7,3
LYPLA2 inh,2,2,19,0,-1,-4,3,-9
PAD4 FP inh,-9,-5,-1,0,23*,4,0,-3

Entries listed so far shown as hits in PAD4 FP inh:
#	canonical_smiles	PAFAH2 inh	PREPL inhibitor	PAFAH1B2 inh	PAFAH1B3 inh	pPAFAH inh	PAD4 FP inh
53	COc1ccccc1C1CC(c2cccs2)=Nc2ccccc2S1 (centres undefined)	-1	-9	5	7	5	23*

Other compounds.
57) CC(C)COCC(O)CC(Cc1ccccc1)C(=O)NN (centres undefined)
58) O=C(Cc1ccccc1)NCC(=O)N1CCN(c2ccccc2)CC1
59) COC(=O)c1cncc(C)c1
60) CN1CCN(C(=S)NC(=O)/C=C/c2cccc3ccccc23)CC1
61) O=S(=O)(Nc1ccc(N2CCOCC2)cc1)c1ccc2ccccc2c1
62) CC(C)(C)C(=O)Nc1ccccc1C(=O)NCCC(=O)Nc1ccccc1
63) CCCCCCCSc1nc(N)cc(=O)[nH]1
64) O=C(CSc1nnc([C@@H]2CCCN2)o1)c1ccc(Cl)cc1

Compound,57,58,59,60,61,62,63,64
PAFAH2 inh,2,12,-4,-1,2,-3,-6,-4
GSTO1 counter,4,2,-2,0,8,8,0,24
LYPLA1 inh,-1,1,1,-2,1,1,-2,2
PREPL inhibitor,16,0,3,5,40,3,4,5
PAFAH1B2 inh,0,5,3,1,15,3,6,11
PAFAH1B3 inh,0,-1,3,3,4,6,-4,8
pPAFAH inh,1,5,-1,1,1,-1,6,3
LYPLA2 inh,2,0,5,2,6,-1,-6,2
PAD4 FP inh,-2,-7,3,-2,-3,1,0,-3

The list is partial; the hit share may differ from the screen's.
